# Spn PMK inh = inhibitors of Streptococcus pneumoniae phosphomevalonate kinase; purified PMK, PK/LDH-coupled NADH absorbance 340 nm; inhibition, % at 10 µM; 0.49% of 65,000 active; AID 539;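 active means top-ranked compounds by inhibition in the single 10 µM screen, taking a fixed number of the strongest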;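 further: 0% = full reaction with DMSO carrier and 100% = background rate without enzyme reaction; no value below 0 was filed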
# DPM-DC inhibit = blocks S. pneumoniae diphosphomevalonate decarboxylase. purified DPM-DC, PK/LDH coupled NADH fluorescence. calls only at 10 µM. 0.49% of 65,000 active. AID 556;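 active means the 320 compounds with the highest percent inhibition in the single-dose primary screen, excluding strongly autofluorescent ones, cut at about 32% in these data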;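 further: kinetic rate of NADH fluorescence loss reporting ADP formed by the decarboxylase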
# HT1080 cytotoxicity = cytotoxicity in HT1080 fibrosarcoma cells, cell-based, fluorescence readout (AID 620). HT1080 viability, fluorescence; higher % means a stronger effect. 0.42% of 87,000 active. cytotoxicity, % at 10 µM, or EC50 in µM where a hit was titrated;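 further: cells exposed to compound overnight then 4 h with Alamar Blue; 0% = vehicle DMSO and 100% = killing control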
# HPDE-C7 cytotoxicity = cytotoxicity in HPDE-C7 cells, cell-based, fluorescence, HTS (AID 430); 1.8% of 63,000 active; cytotoxicity, % at 10 µM, or EC50 in µM where a hit was titrated; HPDE-C7 pancreatic duct cells viability, fluorescence; higher % means a stronger effect;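 further: cells exposed to compound for 48 hours before viability readout; 0% = vehicle and 100% = reference cytotoxic drug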
# TNAP inhibition = human TNAP enzyme inhibitors, biochemical, luminescent (AID 518) | purified TNAP enzyme, luminescent substrate readout; higher % means a stronger effect | one-dose inhibition, % at 20 µM; IC50 in µM for titrated hits | 0.09% of 64,000 active; in the data active means a potency from the dose series; inactive means the rest, 99 in 100 with inhibition below about 22%;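 further: plate controls were vehicle for no effect and reference inhibitor for full effect; many of its hits are not listed in these tables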
# LYP phosphatase = LYP phosphatase inhibitors, primary screen, biochemical, DiFMUP fluorescence, recombinant catalytic domain, 10 µM (AID 606). 52,000 tested, under 10 active. inhibition, % at 10 µM, or IC50 in µM where a hit was titrated. recombinant LYP catalytic domain, DiFMUP fluorescence; higher % means a stronger effect;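 active means IC50 under 40 µM in the dose-response test; inactive means IC50 of 40 µM or more, or never dose-tested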
# HPDE-C7K KRASV12 = viability loss of HPDE-C7K cells – cell-based, fluorescence, HTS, primary screen (AID 431); cytotoxicity, % at 10 µM; hits with a dose series show EC50 in µM; HPDE-C7K KRASV12 cells, Alamar Blue viability, 48 h; higher % means a stronger effect; 1.7% of 63,000 active;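 active means compounds whose percent cytotoxicity in the single-dose primary screen, scaled between solvent and toxic-drug controls, exceeds 50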;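 further: 0% = DMSO solvent wells and 100% = doxorubicin-treated wells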
# Bfl-1 inhibitors = displacement of Bid BH3 peptide from Bfl-1 – biochemical, fluorescence polarization, FITC-Bid, mouse, primary screen (AID 432); FITC-Bid BH3 peptide fluorescence polarization displacement; higher % means a stronger effect; one-dose displacement, % at 20 µM; IC50 in µM for titrated hits; 0.02% of 64,000 active; in the data active means a potency from the dose series; inactive means the rest, 99 in 100 with displacement below about 15%; further: strong numbers were not always called active
# Spn MK inh = S. pneumoniae mevalonate kinase inhibition. inhibition, % at 10 µM. 0.48% of 65,000 active. purified MK, PK/LDH-coupled NADH absorbance 340 nm;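 active means ranked among the strongest by inhibition in the single 10 µM screen, a fixed top-ranked set picked for dose follow-up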; further: no value below 0 was filed
# Spn PMK inh pilot replicates = second read-out of Spn PMK inh, no call of its own (marks repeat the call); inhibition, %; measured here: pilot screen replicates
# Spn MK inh pilot replicates = second read-out of Spn MK inh, no call of its own (marks repeat the call); inhibition, %; measured here: pilot screen replicates
# DPM-DC inhibit pilot screen % = recorded beside DPM-DC inhibit, whose call it bears; inhibition, %; measured here: pilot screen trials
# An asterisk follows results filed as active; i = inactive; nt = not tested or not shown. Unless noted, no stated cut-off is given here; in the data, active means cytotoxicity above about 50%; inactive means the rest.
SMILES,Spn PMK inh,DPM-DC inhibit,HT1080 cytotoxicity,HPDE-C7 cytotoxicity,TNAP inhibition,LYP phosphatase,HPDE-C7K KRASV12,Bfl-1 inhibitors,Spn MK inh,others
Cc1nc(Nc2ncc3c(n2)CC(C)(C)CC3=O)nc2ccccc12,6,i,-2%,-5%,4%,7%,3%,0%,4,
COc1cc2c(cc1OC)CN(C(=O)CC1CC3CCC1C3)CC2 (stereo not given),6,i,nt,-14%,17%,5%,13%,-3%,14,
COCC(C)n1c(SCc2ccc(C(=O)OC)o2)nc2ccccc2c1=O (stereo not given),6,i,4%,7%,5%,nt,-8%,-2%,0,
CSCCC(NC(N)=O)C(=O)NCC1CCCCC1 (stereo not given),0,i,0%,2%,5%,17%,-8%,-7%,8,
C#CC(CO)N(CCN(Cc1ccccc1)C(C#C)CO)Cc1ccccc1 (stereo not given),0,i,-1%,10%,14%,-8%,9%,1%,6,Spn PMK inh pilot replicates=2.0;Spn MK inh pilot replicates=0.0;DPM-DC inhibit pilot screen %=0.0
CCOC(=O)c1ccccc1NC(=O)COC,9,i,4%,-4%,8%,5%,-3%,-5%,5,
O=S(=O)(c1ccc(Oc2ccc3oc4ccccc4c3c2)nc1)N1CCCC1,12,i,1%,1%,3%,20%,4%,-2%,2,
Cc1nnc(NC(=O)CCC(=O)NCc2ccco2)s1,8,i,-1%,23%,7%,-1%,14%,-7%,3,
O=C(CS(=O)(=O)c1cn(Cc2ccc(Cl)cc2)c2ccccc12)N1CCOCC1,0,i,-6%,-11%,14%,nt,-3%,-5%,5,Spn PMK inh pilot replicates=1.0;Spn MK inh pilot replicates=0.0;DPM-DC inhibit pilot screen %=2.0
O=C(c1cccs1)N1CCCC(c2ccccc2)C1 (stereo not given),0,i,-10%,0%,6%,15%,1%,-5%,9,
CCC(C(=O)Nc1nccs1)(C(F)(F)F)C(F)(F)F,8,i,7%,0%,9%,7%,6%,-7%,0,
Cc1nc(C)n(CC(O)COc2ccc3cc(Br)ccc3c2)n1 (stereo not given),3,i,-8%,3%,-3%,7%,7%,2%,5,
COCCCN1C(=O)C(=O)/C(=C(/O)c2ccc(OC(C)C)cc2)C1c1ccncc1 (stereo not given),12,i,-9%,-13%,4%,-2%,-22%,1%,8,
NC(=O)CSc1oc(-c2ccc(F)cc2)nc1S(=O)(=O)c1ccccc1,2,i,6%,-11%,10%,7%,-10%,0%,9,
O=C(Nc1ccc2c(c1)nc1n2CCSC1)c1ccccc1,7,i,-3%,17%,21%,-6%,17%,5%,7,Spn PMK inh pilot replicates=2.5;Spn MK inh pilot replicates=2.0;DPM-DC inhibit pilot screen %=1.0
c1ccc2c(c1)nc1sccn12,13,i,22%,-3%,20%,nt,1%,-1%,13,
O=c1cc(CSc2nnc(-c3ccccc3)o2)c2ccccc2[nH]1,10,i,5%,7%,8%,11%,-4%,5%,11,
CCOC(=O)C1CCN(C(=O)COC(=O)COc2ccccc2OC)CC1,15,i,-2%,1%,6%,-6%,5%,-3%,3,
N#Cc1cccc(CSc2nnc(CCCO)n2-c2ccccc2)c1,45*,i,-2%,-20%,5%,-4%,-17%,-1%,5,
Cc1cc(=O)oc2cc(OCC(=O)NCCc3nc4ccccc4[nH]3)ccc12,0,i,6%,6%,8%,nt,14%,-2%,16,
Cc1cc(-c2ccccc2N)n[nH]1,14,i,4%,-8%,17%,10%,6%,1%,2,
O=c1cc(CSc2ccccn2)[nH]c(=O)[nH]1,10,i,10%,-9%,10%,nt,-15%,-5%,9,
CCOc1ncccc1C(=O)Oc1ccc2c(c1)OCO2,15,i,-3%,13%,3%,-9%,14%,-3%,0,
O=C(CCSc1nc(-c2ccco2)cc(C(F)(F)F)n1)N1CCN(c2ccccn2)CC1,8,i,5%,29%,15%,nt,25%,-4%,7,
C=CCN1CCN(C(c2ccc(Cl)cc2)c2nnnn2CCc2ccc(OC)c(OC)c2)CC1 (stereo not given),15,i,-16%,-2%,4%,nt,-3%,0%,4,
Nc1c(C(=O)Nc2ccccc2)sc2nc(-c3ccco3)ccc12,6,nt,7%,10%,13%,nt,3%,-4%,7,
N#CC1=C(N)Oc2n[nH]c(-c3ccccc3)c2C1c1cccc(OC(=O)N2CCOCC2)c1 (stereo not given),14,i,1%,-1%,10%,2%,-3%,4%,7,
CCC(=O)Nc1c(C)ccc2nsnc12,0,i,-2%,-15%,2%,nt,-19%,6%,5,
Clc1ccccc1CSc1nnc(-c2ccco2)c(-c2ccco2)n1,17,i,nt,15µM*,18%,2%,15µM*,18%,14,
CN(C)C(=O)c1cc(S(=O)(=O)N(C)C)c(Cl)cc1N1CCCC1,1,i,2%,-2%,7%,2%,-8%,3%,13,
C#CCNc1nc(CC)nc2c1nnn2Cc1ccccc1F,9,i,1%,-2%,14%,15%,0%,-6%,5,
CC1Cc2ccccc2N1S(=O)(=O)c1cccc(C(=O)NC2CC2)c1 (stereo not given),11,i,16%,22%,13%,-4%,27%,3%,0,
CCSC1=C(C#N)C(c2cccc(OC)c2)CC(=O)N1 (stereo not given),0,i,0%,9%,9%,-10%,12%,10%,13,Spn PMK inh pilot replicates=4.5;Spn MK inh pilot replicates=0.5;DPM-DC inhibit pilot screen %=0.5
Cc1noc(/C=C/N(C)C)c1S(=O)(=O)N1CCCC(C(=O)N2CCCCC2)C1 (stereo not given),0,i,3%,31%,15%,7%,32%,-5%,8,Spn PMK inh pilot replicates=0.0;Spn MK inh pilot replicates=2.0;DPM-DC inhibit pilot screen %=3.0
O=C(CCn1nnc2ccccc21)Nc1nnc(COc2ccc(F)cc2)s1,0,i,8%,-1%,9%,-27%,-11%,-3%,3,
N#CC(C(=O)Nc1ccc(Cl)c(Cl)c1)=C1Nc2ccccc2N1,6,i,-1%,11%,18%,-1%,-2%,2%,6,Spn PMK inh pilot replicates=4.5;Spn MK inh pilot replicates=0.0;DPM-DC inhibit pilot screen %=1.5
Cc1ccc2c(C)nc(Nc3nc(CSc4nnnn4-c4ccccc4)cc(=O)[nH]3)nc2c1,8,i,1%,51%*,4%,3%,55%*,3%,4,Spn PMK inh pilot replicates=0.0;Spn MK inh pilot replicates=0.0;DPM-DC inhibit pilot screen %=0.0
Cc1nn(C)cc1CNC(=O)c1cnn2c1NC(c1ccc(Br)cc1)CC2C(F)(F)F (stereo not given),0,i,3%,-2%,2%,-4%,2%,-8%,7,
Cc1ccc2nc(NC3=NCN(Cc4ccco4)CN3)nc(C)c2c1,0,i,24%,28%,-1%,13%,8%,-2%,1,
CC(C)C1Oc2ccccc2N(CC(=O)N(Cc2ccccn2)CC2CCCO2)C1=O (stereo not given),9,i,16%,-22%,4%,23%,-24%,-7%,6,
Cc1ccc(C)c(C(=O)CSc2n[nH]c(C)n2)c1,13,i,-4%,nt,-6%,9%,nt,3%,5,
Cc1cccc(-n2c(N)cc(=O)nc2SC(C)C(=O)NC2CCCCC2)c1 (stereo not given),14,i,-7%,-19%,7%,5%,-26%,-11%,0,
COc1cc2nc(-c3ccccc3)nc(N3CCCC3)c2cc1OC,0,i,-6%,27%,22%,2%,27%,3%,12,
COCCn1c(SCC(=O)N2CCN(c3ccccc3)CC2)nc2c(c1=O)SC(C)C2 (stereo not given),18,i,-11%,-4%,2%,5%,3%,7%,0,
O=C(NCc1cccs1)c1nc2c(nnn2Cc2ccccc2Cl)c(=O)[nH]1,15,i,nt,nt,10%,14%,nt,0%,5,
Cc1cc(N2CCN(C(=O)c3ccco3)CC2)n2nc(C)c(-c3ccccc3)c2n1,11,i,4%,8%,12%,nt,13%,-5%,11,
CC(C)(C)C1(c2ccccc2)NC(=O)N(CC(=O)N2CCOCC2)C1=O (stereo not given),5,i,3%,1%,2%,nt,-6%,-8%,2,
Cc1ccccc1Cn1c(=N)n(CC(O)c2ccco2)c2ccccc21 (stereo not given),7,i,-1%,1%,0%,7%,-4%,-2%,8,

# Random excerpt: 4 records from the list, in no set order.
SMILES,Spn PMK inh,DPM-DC inhibit,HT1080 cytotoxicity,HPDE-C7 cytotoxicity,TNAP inhibition,LYP phosphatase,HPDE-C7K KRASV12,Bfl-1 inhibitors,Spn MK inh,others
Cc1nn(C)cc1CNC(=O)c1cnn2c1NC(c1ccc(Br)cc1)CC2C(F)(F)F (stereo not given),0,i,3%,-2%,2%,-4%,2%,-8%,7,
Cc1cccc(-n2c(N)cc(=O)nc2SC(C)C(=O)NC2CCCCC2)c1 (stereo not given),14,i,-7%,-19%,7%,5%,-26%,-11%,0,
Cc1ccc2c(C)nc(Nc3nc(CSc4nnnn4-c4ccccc4)cc(=O)[nH]3)nc2c1,8,i,1%,51%*,4%,3%,55%*,3%,4,Spn PMK inh pilot replicates=0.0;Spn MK inh pilot replicates=0.0;DPM-DC inhibit pilot screen %=0.0
CC(C)(C)C1(c2ccccc2)NC(=O)N(CC(=O)N2CCOCC2)C1=O (stereo not given),5,i,3%,1%,2%,nt,-6%,-8%,2,

# (listing goes on)
SMILES,Spn PMK inh,DPM-DC inhibit,HT1080 cytotoxicity,HPDE-C7 cytotoxicity,TNAP inhibition,LYP phosphatase,HPDE-C7K KRASV12,Bfl-1 inhibitors,Spn MK inh,others
Cc1cc(C)nc(/N=C(\N)C2=C(O)CC(C)(C)CC2=O)n1,3,i,9%,-11%,5%,nt,-4%,0%,7,
CCOc1ccccc1NC(=O)CN(C)S(=O)(=O)c1ccc(OC)c(C)c1,9,i,8%,7%,5%,4%,-1%,-3%,8,
O=C(O)c1ccc2c(c1)C(=O)N(C(Cc1ccc(O)cc1)C(=O)O)C2=O (stereo not given),6,i,-7%,-13%,5%,8%,-18%,-4%,7,
O=C(C1CC1)n1cc(C(=S)N2CCOCC2)c2ccccc21,5,i,-19%,-2%,7%,8%,-5%,-4%,2,
O=C(C1CC(c2ccc(F)cc2)=NO1)N1CCN(c2ccccc2)CC1 (stereo not given),0,i,4%,-12%,4%,7%,0%,0%,7,
Cc1cc(C)c(C#N)c(SCc2ccc3c(c2)OCO3)n1,0,i,-2%,1%,13%,2%,10%,-4%,5,
CCOc1cc(C)c(Cl)cc1S(=O)(=O)N(C)C,6,i,15%,24%,10%,11%,5%,3%,4,Spn PMK inh pilot replicates=2.0;Spn MK inh pilot replicates=0.5;DPM-DC inhibit pilot screen %=0.0
CCOC(=O)c1c(-c2ccco2)csc1N,18,i,7%,-7%,4%,10%,-13%,0%,4,
CCOc1ccc2nc(N3CCC(C(=O)N4CCN(c5ccccn5)CC4)CC3)sc2c1,15,i,-2%,-25%,-4%,-1%,-15%,-7%,6,
Cc1ccc(OCCn2c(NC(=O)c3ccco3)nc3ccccc32)cc1,8,i,2%,-2%,0%,nt,-1%,-3%,8,
CCC(=O)N1CCCc2cc(S(=O)(=O)N3CCCc4ccccc43)ccc21,10,i,-2%,10%,10%,12%,18%,2%,5,Spn PMK inh pilot replicates=5.5;Spn MK inh pilot replicates=6.0;DPM-DC inhibit pilot screen %=3.0
CCCOc1ccccc1NC(=O)CC1Nc2ccccc2NC1=O (stereo not given),7,i,-10%,3%,10%,nt,9%,6%,3,
CCCc1nnc(NC(=O)CNc2ccc(F)cc2)s1,0,i,-3%,1%,7%,-3%,-9%,0%,6,

# Source: PubChem BioAssay (several laboratories)
